# Screens deposited in PubChem by several laboratories.
# MsrA inhibitor: bovine MsrA enzyme inhibitors, primary screen, biochemical, absorbance, HTS; purified bovine MsrA, absorbance read-out; hit rate 0.75% among 360,000; Methionine sulfoxide reductase A (Bos taurus); AID 651718, 2012; inhibition, % at 15.5 µM; in the data active = inhibition above about 4.5%;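 also: 0% = vehicle wells with enzyme and 100% = reference inhibitor wells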
# FAS TE block: FAS thioesterase domain inhibitors, primary screen, biochemical, fluorescence intensity, uHTS; Fatty acid synthase (Homo sapiens), P49327; recombinant FAS-TE, OMFH fluorogenic substrate, fluorescence endpoint; inhibition, % at 15 µM; hit rate 0.67% among 360,000; AID 602261, 2012;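 active = compounds whose normalised, plate-corrected inhibition of enzyme fluorescence in the single-dose primary screen is 50% or more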;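 also: 0% = DMSO with enzyme and 100% = substrate without enzyme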
# Rin1-Abl PPI inh: inhibitors of Rin1-Abl protein binding, primary screen, biochemical, TR-FRET. Tyrosine-protein kinase ABL1 (Homo sapiens) + Ras and Rab interactor 1 (Homo sapiens), …. inhibition, % at 7.35 µM. hit rate 0.4% among 360,000; in the data active = inhibition above about 5%, passing the limit was not always enough
# Target sequence (P00519 whole entry, looked up): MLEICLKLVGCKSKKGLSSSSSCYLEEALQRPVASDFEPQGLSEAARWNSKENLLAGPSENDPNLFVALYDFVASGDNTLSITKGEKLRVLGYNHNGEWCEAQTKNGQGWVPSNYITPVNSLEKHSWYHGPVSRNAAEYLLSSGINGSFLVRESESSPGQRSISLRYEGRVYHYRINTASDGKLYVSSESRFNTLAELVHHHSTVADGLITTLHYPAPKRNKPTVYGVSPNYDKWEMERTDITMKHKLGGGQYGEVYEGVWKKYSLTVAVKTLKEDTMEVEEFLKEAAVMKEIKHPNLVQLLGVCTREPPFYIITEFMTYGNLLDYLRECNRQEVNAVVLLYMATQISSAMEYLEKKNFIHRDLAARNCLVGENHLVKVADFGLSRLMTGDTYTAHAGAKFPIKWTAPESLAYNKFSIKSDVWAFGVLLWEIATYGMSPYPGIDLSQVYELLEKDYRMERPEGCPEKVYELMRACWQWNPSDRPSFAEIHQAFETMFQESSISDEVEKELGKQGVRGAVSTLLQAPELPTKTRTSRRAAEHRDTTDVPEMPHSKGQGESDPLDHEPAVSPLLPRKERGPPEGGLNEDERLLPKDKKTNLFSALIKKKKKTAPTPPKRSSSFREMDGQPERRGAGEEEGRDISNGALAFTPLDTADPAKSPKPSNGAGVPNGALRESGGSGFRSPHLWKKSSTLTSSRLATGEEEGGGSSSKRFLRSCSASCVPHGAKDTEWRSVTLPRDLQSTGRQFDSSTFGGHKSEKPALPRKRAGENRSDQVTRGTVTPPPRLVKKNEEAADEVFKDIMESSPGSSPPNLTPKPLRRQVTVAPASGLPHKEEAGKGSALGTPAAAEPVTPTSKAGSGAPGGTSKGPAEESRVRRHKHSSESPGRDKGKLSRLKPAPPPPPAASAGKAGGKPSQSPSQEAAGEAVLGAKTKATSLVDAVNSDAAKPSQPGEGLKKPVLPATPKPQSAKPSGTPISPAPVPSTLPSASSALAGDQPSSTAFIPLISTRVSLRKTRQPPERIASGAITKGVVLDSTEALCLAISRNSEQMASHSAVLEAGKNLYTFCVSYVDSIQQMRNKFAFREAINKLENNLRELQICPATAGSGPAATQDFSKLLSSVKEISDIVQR
# Target sequence (Q13671 whole entry, looked up): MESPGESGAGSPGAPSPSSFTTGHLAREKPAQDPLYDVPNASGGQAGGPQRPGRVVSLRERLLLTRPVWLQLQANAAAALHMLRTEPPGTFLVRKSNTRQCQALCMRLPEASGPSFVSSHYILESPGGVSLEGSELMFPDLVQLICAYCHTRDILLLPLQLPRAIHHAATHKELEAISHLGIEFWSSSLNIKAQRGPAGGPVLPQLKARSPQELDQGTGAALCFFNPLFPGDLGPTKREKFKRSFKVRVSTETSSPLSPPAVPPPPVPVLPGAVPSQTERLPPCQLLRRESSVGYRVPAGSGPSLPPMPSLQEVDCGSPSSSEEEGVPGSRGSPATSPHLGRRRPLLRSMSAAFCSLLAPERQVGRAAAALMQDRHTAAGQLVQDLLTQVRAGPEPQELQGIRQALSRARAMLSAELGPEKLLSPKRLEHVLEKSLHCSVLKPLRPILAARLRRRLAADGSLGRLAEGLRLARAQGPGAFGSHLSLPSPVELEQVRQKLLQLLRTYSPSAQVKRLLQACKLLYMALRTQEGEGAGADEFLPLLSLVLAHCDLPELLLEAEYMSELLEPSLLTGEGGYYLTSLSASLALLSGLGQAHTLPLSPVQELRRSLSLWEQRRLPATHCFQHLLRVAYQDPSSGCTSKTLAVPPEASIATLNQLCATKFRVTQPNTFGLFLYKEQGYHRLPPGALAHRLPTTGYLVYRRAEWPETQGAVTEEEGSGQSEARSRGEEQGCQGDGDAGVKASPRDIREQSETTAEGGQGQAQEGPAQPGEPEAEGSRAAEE
# bovine MsrA act: bovine MsrA enzyme activators, primary screen, biochemical, absorbance, HTS; purified bovine MsrA, absorbance read-out; activation, % at 10.6 µM; hit rate 0.3% among 360,000; in the data active = activation above about 7.5%;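 also: 0% = vehicle and 100% = reference activator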
# Neddylation inh: inhibitors of cullin neddylation, primary screen, biochemical, TR-FRET, uHTS, NAE and Ubc12. calls only at 25 µM. NEDD8-conjugating enzyme Ubc12 (Homo sapiens) + NEDD8-activating enzyme E1 regulatory …. hit rate 0.58% among 360,000; in the data active = inhibition above about 36%
# CSN inh: inhibitors of CSN-mediated cullin deneddylation, primary screen, biochemical, fluorescence polarization, uHTS | COP9 signalosome complex subunit 5 (Homo sapiens), Q92905 | Purified CSN, SCF-Nedd8-OG deneddylation | inhibition, % at 12.5 µM | hit rate 0.38% among 360,000 | AID 651999, 2013;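 active = pattern-corrected inhibition above about 35%, with an unprinted fluorescence ratio check between 0.5 and 1.5, limit read from the data, passing the limit was not always enough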;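 also: 0% = enzyme with substrate and 100% = substrate without enzyme; some results filed as inactive read as strong as hits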
#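 assay system = purified human Csn5 enzyme expressed in HEK293T cells | amount = 0.24 nM enzyme | buffer or medium = Tris/NaCl/DTT buffer, pH 7.5 | reagent = 10 nM SCFSkp2-Nedd8OG | compound = one concentration, 12.5 µM, 0.25% DMSO | times = 90 min reaction at room temperature | signal = FP | read-out basis = % inhibition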
# TbMetRS inhib: T. brucei MetRS inhibitors, primary screen, biochemical, luminescence | hit rate 0.4% among 360,000 | purified T. brucei MetRS, ATP depletion, Kinase-Glo luminescence | inhibition, % at 11.9 µM | AID 624268, 2012 | methionyl-tRNA synthetase (Trypanosoma brucei brucei);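 active = inhibition above a per-plate cutoff of the control wells' mean inhibition plus 3 SD, cut at about 5.5% in these data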;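 also: 0% = DMSO wells median and 100% = median of wells with control inhibitor compound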
#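 Assay system: T. brucei methionyl-tRNA synthetase, purified | Medium: HEPES buffer with MgCl2, KCl, DTT, spermine, BSA, pyrophosphatase | Compound: 11.9 µM single point | Incubation: 15 min enzyme-compound preincubation, 2 h reaction, 10 min detection, 25 °C | Measured by: Kinase-Glo luciferase luminescence reporting remaining unconsumed ATP | Measure: % inhibition normalized to control-well medians | Replication: Singlicate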
# E coli Lon inh: inhibitors of E. coli Lon protease, primary screen, biochemical, fluorescence polarization | P0A9M0 | purified E. coli Lon protease | inhibition, % at 7.94 µM | hit rate 0.42% among 360,000 | AID 602123, 2011; in the data active = inhibition above about 13%, passing the limit was not always enough;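 also: 0% = enzyme with probe and DMSO and 100% = no enzyme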
# PABP1 MLLE inh: inhibitors of PABP1 MLLE–PAM2 peptide binding, primary screen, biochemical, fluorescence polarization, FITC-PAM2, GST-MLLE; Polyadenylate-binding protein 1 (Homo sapiens), P11940; inhibition, % at 20 µM; hit rate 0.36% among 360,000; AID 588489, 2011; in the data active = inhibition above about 35%, passing the limit was not always enough;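 also: plate controls were DMSO wells with GST-MLLE for no effect and wells lacking GST-MLLE protein for full effect; some results filed as inactive read as strong as hits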
# Active calls of the source: *; i = inactive; / = no result given. Outcome played no part in choosing rows. About 4% of those tested had a hit in this group.
SMILES,MsrA inhibitor,FAS TE block,Rin1-Abl PPI inh,bovine MsrA act,Neddylation inh,CSN inh,TbMetRS inhib,E coli Lon inh,PABP1 MLLE inh
CCC(C)c1ccc(-c2cc(C(=O)OCC(=O)Nc3cc(C)on3)c3ccccc3n2)cc1 (stereo not drawn),0.8,5.9,-2.5,-0.8,i,-0.9,-1.4,5.7,-3.0
CCN1CCN(CCOc2ccccc2OCc2ccccc2)CC1,-1.1,-2.4,3.1,-2.4,i,4.0,-0.6,-2.4,1.8
COCCC(=O)N1CCC(Oc2ccc(C(=O)NCCc3cn[nH]c3)cc2)CC1,-0.9,-1.5,2.5,-12.4,i,1.5,-0.6,-8.9,-9.5
N#Cc1ccc(COC(=O)Cn2nnc(-c3ccccc3)n2)cc1,1.4,22.7,3.6,-12.3,i,2.1,-1.1,-11.2,-11.8
O=C(c1ccco1)N1CCN(C2CC(=O)N(c3ccc4c(c3)OCO4)C2=O)CC1 (stereo not drawn),-0.2,-4.8,0.5,-1.7,i,3.5,0.1,-1.8,-6.2
Cc1ccc(C)c(S(=O)(=O)N2CCCCC2CCNC(=O)C(=O)NC2CC2)c1 (stereo not drawn),0.7,-3.0,0.2,-2.7,i,2.6,-0.2,-10.3,8.8
CC1Oc2ccc(C#N)cc2N(Cc2ccccc2OC(F)(F)F)C1=O (stereo not drawn),-0.8,24.7,-0.5,-0.8,i,-0.8,-0.2,-1.9,4.1
O=C(CCC(NC(=O)OCc1ccccc1)C(=O)OCc1ccccc1)NCC(=O)OCc1ccccc1 (stereo not drawn),0.1,15.1,2.7,-0.6,i,-0.9,0.2,4.5,3.7
C=CCNC(=S)N/N=C/c1ccccc1OCCOc1ccccc1,0.5,-4.0,0.6,-2.8,i,-1.1,-0.3,0.6,-10.7
Cc1ccc(-n2c(Cc3ccccc3)nnc2SCC(=O)NNC(=O)Cc2ccccc2)cc1,0.0,-7.0,-1.2,-14.0,i,0.8,-1.6,16.5,2.6
COc1ccc(/C=N/NC(=O)C2CCN(c3ncc(C(F)(F)F)cc3Cl)CC2)cc1,-0.5,-6.6,-5.0,-0.3,i,1.9,-0.2,3.7,7.5
O=C1NC(c2ccccc2)(C(F)(F)F)SC2=CCCCCN12 (stereo not drawn),0.2,3.6,-3.9,-4.2,i,2.3,-0.5,0.6,42.3*
Cc1ccc(OCCN2C(=O)c3ccccc3C2=O)cc1,-1.1,12.8,2.7,-0.7,i,-2.1,-0.4,1.5,4.5
CCN(CC(=O)Nc1c(F)cccc1F)C(=O)C(C)SCc1nc2sc(C)c(C)c2c(=O)[nH]1 (stereo not drawn),1.5,-5.0,-0.4,-2.3,i,-2.6,-0.1,-14.0,2.4
CC(C)(C)OC(=O)CC1(C#N)c2ccccc2C(Br)=CN1C(=O)c1ccccc1 (stereo not drawn),0.3,30.8,-3.2,-4.8,i,2.6,-0.4,4.5,-6.7
O=C(Nc1ncc(Cc2ccccc2Cl)s1)c1ccc(-c2cccc([N+](=O)[O-])c2)o1,-0.9,45.7,-1.3,-6.2,i,-0.8,-0.7,0.9,-7.7
Cc1oc(C(=O)Nc2ccc(O)cc2)cc1COc1ccccc1,0.2,4.7,-2.2,-0.8,i,-1.4,0.2,-3.4,-2.7
O=C(CCn1nc(-c2ccccc2)c2ccccc2c1=O)NCC1CCCO1 (stereo not drawn),0.8,-3.8,0.3,-1.5,i,-2.8,-0.3,3.8,-3.3
CCOC(=O)C1CCN(CC(=O)N2CCc3ccccc32)CC1,-0.1,-2.5,-0.3,-2.3,i,2.2,0.0,-7.4,8.3
CCOc1ccc(NC(=O)CNC(=O)c2ccc(OC)cc2)cc1,0.8,-2.7,1.2,-2.2,i,1.5,-0.7,12.1,-1.8
CS(=O)(=O)N1CCCC(c2nc(-c3ccc(S(=O)(=O)NCc4ccccc4)cc3)no2)C1 (stereo not drawn),/,4.7,-1.0,-0.1,i,3.1,0.2,6.6,0.2
O=C(COCc1ccccc1)N[C@@H]1c2ccccc2CC[C@@H]1OCc1ccccc1,-0.4,19.3,-1.4,-2.2,i,-0.9,0.0,1.7,3.8
COc1ccc(-c2c(NC(=O)c3ccco3)n(C)c3ccccc3c2=O)cc1,1.7,-4.6,2.8,-5.9,i,2.1,-0.5,-0.7,1.2
CCN(C(=S)NC(=O)C1CC1)c1ccccc1,-1.1,-5.4,2.5,-5.1,i,1.6,-0.4,-8.9,25.4
CCOc1cc(C=C(C#N)C#N)ccc1Oc1ccc([N+](=O)[O-])cn1,1.2,-2.8,0.9,-2.2,i,1.1,-0.6,3.2,-7.5
CCN(CC)c1nc(C=Cc2ccc(N(C)C)cc2)c2nccnc2n1,1.4,-40.4,-5.8,-3.8,i,82.9,-0.2,-256.8,-83.2
CC(C)(C)NC(=O)CN(C(=O)CS(=O)CC(=O)Nc1ccc(F)cc1)c1ccc(F)c(Cl)c1 (stereo not drawn),-1.2,1.0,1.9,5.2,i,6.7,0.5,-5.5,2.9
Cc1cc(NC(=O)CCCC(=O)N(CC(=O)NCCc2ccccc2)Cc2ccc(F)cc2)no1,-0.8,-4.7,-2.6,-0.9,i,-1.2,0.0,2.6,9.6
NC(=O)c1c[nH]c2ccccc12,-0.1,-4.8,-2.2,0.4,i,-4.2,0.8,1.1,-14.1
Cc1cccc(N2CCN(S(=O)(=O)c3ccc4c(c3)OCCO4)CC2)c1C,1.9,21.2,1.0,-2.2,i,1.4,-0.1,0.1,0.9
COc1cccc(NC(=O)CN2C(=O)NC(c3ccccc3)(c3ccccc3)C2=O)c1,-0.6,14.1,0.6,-0.5,i,-2.3,-0.4,1.2,5.7
Cc1cc2oc(C(=O)N(Cc3ccccc3)C3CCS(=O)(=O)C3)cc(=O)c2cc1Cl (stereo not drawn),-0.6,23.4,-4.5,-0.3,i,-2.0,-0.5,-21.2,-3.9
O=C(Nc1ccc(F)cc1)C1CCN(c2nnnn2-c2ccccc2)CC1,1.6,-2.1,-1.9,-0.2,i,-5.7,-0.2,-1.9,-1.6
Cc1ccsc1C(=O)OCC(=O)N1C(C)CCCC1C (stereo not drawn),-0.2,-4.0,3.8,-1.0,i,-2.4,-0.1,8.6,8.8
CC(=O)O[C@H]1[C@H](C)OC=C[C@@H]1OC(C)=O,0.0,-11.3,2.7,1.0,i,-5.4,0.1,1.0,-6.2
COc1cccc2c1OC1(C)CC2NC(=O)N1c1cccc(C(=O)Nc2ccc3c(c2)OCCO3)c1 (stereo not drawn),-1.4,-5.1,0.3,-1.7,i,2.1,0.1,0.8,-10.2
CC(=O)N1CCN(CC(=O)Nc2ccccc2C(=O)Nc2ccccc2)CC1,-0.5,-2.0,3.4,-2.2,i,0.8,-0.1,-11.2,-6.7
COCCCNC(=O)CN1C(=O)c2cccc3cccc1c23,1.5,-6.8,-0.3,-8.2,i,-5.5,-1.0,-5.5,-1.0
Cc1ccccc1-n1c(SCC(=O)N/N=C/C=C/c2ccccc2[N+](=O)[O-])nc2ccccc2c1=O,2.3,79.4*,0.7,-4.5,i,0.8,-0.2,-8.1,-1.6
O=C(CSc1nnc(-c2ccccn2)o1)Nc1cccc(Cl)c1,-0.6,-0.5,0.9,-0.9,i,-2.6,-0.7,-0.1,11.7
Cc1cc(S(=O)(=O)NCc2ccc(N3CCN(C)CC3)cc2)c(C)s1,0.9,-7.0,-1.8,0.8,i,0.0,-0.4,6.8,-0.3
C=CCn1c(SCC(=O)NC(=O)NCC(C)C)nnc1C1CCCCC1,0.1,-4.3,-0.8,-3.0,i,0.9,0.3,6.7,4.4
Cc1ccc(S(=O)(=O)Nc2ccc(SC(F)F)cc2)c(C)c1,0.1,27.3,-3.5,-2.7,i,-2.8,-0.7,17.2,13.2
O=C(Nc1ccc(S(=O)(=O)N2CCCC2)cc1)c1cccnc1Cl,0.5,-3.4,1.4,-5.0,i,0.9,-0.4,-4.2,-1.6
CCN(Cc1ccc2c(c1)OCO2)C(=O)/C=C/c1cccc(Br)c1,-1.2,30.4,1.8,-2.5,i,1.8,-0.2,-1.5,-21.1
CC1C(=O)c2ccccc2CC1C(=O)O (stereo not drawn),-0.6,-7.8,0.7,-1.6,i,-1.7,0.2,-1.2,4.5
COc1ccc2[nH]c(C)c(C(=O)CN3CCN(C/C=C/c4ccccc4)CC3)c2c1,2.0,3.4,3.1,1.3,i,-3.2,1.3,-7.0,-0.8
Cc1ccc(C(=O)CSc2nsc(C)c2C#N)cc1,3.0,22.3,-5.6,-5.0,i,-3.9,-0.5,-8.5,24.8
C/C(Nc1ccc(Cl)cc1)=C(/C#N)C(N)=O,1.6,-8.4,-3.6,-3.6,i,1.8,-1.0,-2.9,13.6
Cc1ccc(-c2cc(C(F)F)n3ncc(C(=O)Nc4c(C)nn(Cc5c(Cl)cccc5Cl)c4C)c3n2)cc1,0.2,14.6,0.4,-2.0,i,-0.7,0.0,-8.4,-2.2
Cc1ccc(S(=O)(=O)N(C)C)cc1NC(=O)c1cncc(Br)c1,-0.4,-0.6,1.5,-9.8,i,0.3,-0.8,15.9,-6.2
O=[N+]([O-])c1cc2c(cc1/C=N/Nc1nc(N3CCCC3)nc(N3CCCC3)n1)OCO2,-1.0,21.2,-0.7,-4.8,i,0.2,-0.7,-1.6,3.0

# Record cards, from the list above. Screens in order: MsrA inhibitor | FAS TE block | Rin1-Abl PPI inh | bovine MsrA act | Neddylation inh | CSN inh | TbMetRS inhib | E coli Lon inh | PABP1 MLLE inh
# CC(=O)O[C@H]1[C@H](C)OC=C[C@@H]1OC(C)=O as listed: 0.0 | -11.3 | 2.7 | 1.0 | i | -5.4 | 0.1 | 1.0 | -6.2
# Cc1cc(S(=O)(=O)NCc2ccc(N3CCN(C)CC3)cc2)c(C)s1 as listed: 0.9 | -7.0 | -1.8 | 0.8 | i | 0.0 | -0.4 | 6.8 | -0.3
# CCOC(=O)C1CCN(CC(=O)N2CCc3ccccc32)CC1 as listed: -0.1 | -2.5 | -0.3 | -2.3 | i | 2.2 | 0.0 | -7.4 | 8.3
# CCN(Cc1ccc2c(c1)OCO2)C(=O)/C=C/c1cccc(Br)c1 as listed: -1.2 | 30.4 | 1.8 | -2.5 | i | 1.8 | -0.2 | -1.5 | -21.1
# Cc1ccc(-n2c(Cc3ccccc3)nnc2SCC(=O)NNC(=O)Cc2ccccc2)cc1 as listed: 0.0 | -7.0 | -1.2 | -14.0 | i | 0.8 | -1.6 | 16.5 | 2.6
